Rab9 promoter act: Rab9 promoter activation. 320,000 compounds, 2.8% hits. AID 485297. Huh7 Rab9 promoter-luciferase reporter, luminescence, 24 h. Potency, µM (top dose mostly 9.22 µM), for inactives: top-dose activation, negative = inhibition, actives largely listed as activators; further: potency means the concentration at half of the fitted maximal effect; % of control where 0% means no effect; nearly all actives have a fitted effect of over 60% in size
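Luminescence read-out: Huh7 cells stably expressing Rab9-luciferase, treated 24 h with compound at 37 °C, then lysed with luciferase reagent for 10 min at ambient before reading.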
Gal4-VP16 FLuc: inhibits Gal4-VP16 luciferase reporter, ROR gamma counter-screen. Potency, µM (top dose mostly 53.6 µM), for the others: at the highest dose activity, negative = inhibition, hits mostly inhibitors. 310,000 compounds, 3.5% hits. Drosophila S2 Gal4-VP16 UAS-luciferase, luminescence, 20 h;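 further: Gal4-VP16 expression switched on by copper sulfate through the metallothionein promoter; potency means the concentration at half of the fitted maximal effect; on the % scale 0 is the no-effect control and ±100 the full control effect; nearly all actives have a fitted effect of over 50% in size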
ELG1 DNA repair: blocks ELG1-dependent DNA repair in HEK293T cells | HEK293T ELG1-luciferase reporter, luminescence, 16 h; DNA damage induced by 5-fluorouridine | Potency, µM (highest dose often 46.1 µM), for the others: at the highest dose activity change, negative = inhibition, usual class: inhibitors | 330,000 compounds, 2.3% hits; further: potency means the concentration at half of the fitted maximal effect; on the % scale 0 is the no-effect control and ±100 the full control effect; nearly all actives have a fitted effect of over 55% in size
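Reporter activity after DNA damage by 5-fluorouridine is monitored. Compound-treated cells incubate 16 hr at 37 °C, then ONE-Glo is added for 30 min before luminescence reading.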
RORg inh: inhibitors of mouse ROR gamma transcriptional activity. Potency, µM (series often up to 53.6 µM), inactives show top-dose activity change, negative = inhibition, hits mostly inhibitors. 310,000 compounds, 5.4% hits. AID 2551. P51450. Drosophila S2 Gal4-RORgamma UAS-luciferase reporter, 20 h; further: potency means the concentration at half of the fitted maximal effect; on the % scale 0 is the no-effect control and ±100 the full control effect; nearly all actives have a fitted effect of over 60% in size
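Using a luciferase readout, inhibitors were identified by reduced reporter activity in Drosophila cells coexpressing a copper-inducible Gal4–ROR gamma fusion and UAS-driven Photinus luciferase, incubated 20 hr after 700 uM copper sulfate.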
Tb PFK block: blocks T. brucei phosphofructokinase; AID 485367; T. brucei PFK, ADP-Glo luminescence; 330,000 compounds, 0.17% hits; Potency, µM (doses to about 57.5 µM), without a hit: at the top dose activity, negative = inhibition, usual class: inhibitors; O15648;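 further: potency means the concentration at half of the fitted maximal effect; 0% = uninhibited 1x PFK enzyme wells and -100% = no-enzyme wells; nearly all actives have a fitted effect of over 60% in size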
Target sequence (O15648 whole entry, looked up): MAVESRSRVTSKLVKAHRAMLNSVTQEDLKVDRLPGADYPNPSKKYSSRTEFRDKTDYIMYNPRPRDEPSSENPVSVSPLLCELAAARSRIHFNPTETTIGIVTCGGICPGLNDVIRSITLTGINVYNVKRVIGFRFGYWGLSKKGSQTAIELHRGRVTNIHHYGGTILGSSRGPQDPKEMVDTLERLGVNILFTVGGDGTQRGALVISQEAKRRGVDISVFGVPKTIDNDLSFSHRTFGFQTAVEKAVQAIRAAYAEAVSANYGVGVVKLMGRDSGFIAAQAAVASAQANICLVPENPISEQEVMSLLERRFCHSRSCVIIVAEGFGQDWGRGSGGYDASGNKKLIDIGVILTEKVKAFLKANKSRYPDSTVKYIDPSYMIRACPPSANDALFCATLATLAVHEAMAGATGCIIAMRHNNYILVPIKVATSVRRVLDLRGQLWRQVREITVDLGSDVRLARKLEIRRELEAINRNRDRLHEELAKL
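1.25 nM PFK with 0.5 mM F6P and 0.1 mM ATP in 0.1 M TEA pH 8.0, 5 mM MgCl2, incubated 45 min at room temperature; ADP measured by ADP-Glo luminescence; compounds titrated up to 57 uM.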
BRCA1 expr up: BRCA1 expression activation | MCF7-BRCA1-FFLuc reporter, luminescence, 48 h; response scale: scaled: vehicle 0%, 10 µM genistein 100% | Potency, µM (series often up to 46.1 µM), for inactives: top-dose activation, hits mostly activators | 380,000 compounds, 1.1% hits | AID 624202; further: potency means the concentration at half of the fitted maximal effect; nearly all actives have a fitted effect of over 80% in size; some results filed as inactive show a strong effect at the top dose
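MCF7-BRCA1-FFLuc, 2000 cells/well; 2 h attach, 37 °C/5% CO2; compound 48 h; luciferase substrate 15 min; luminescence end-point. Norm. to genistein 10 microM max activation and DMSO; concentration-response curves fitted.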
p53 reactivator: re-activators of mutant p53; Potency, µM (doses to about 92.2 µM), inactives show at the highest dose activity change, positive = activation, actives largely listed as activators; H1299 p53-A138V BP100-luciferase reporter, luminescence, 24 h; 320,000 compounds, 0.063% hits; further: potency means the concentration at half of the fitted maximal effect; % of control where 0% means no effect; nearly all actives have a fitted effect of over 45% in size
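H1299 (p53-null), stable ts p53-A138V + BP100-Luc; 1000 cells/well, Opti-MEM/10% FBS; cpd 4 pt, 1:5; 24 h, 37 deg C, 5% CO2; detection reagent 10 min RT; luminescence.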
ELG1 genotox: inducers of genotoxicity in HEK293T ELG1-luciferase cells | 330,000 compounds, 1.3% hits | AID 504466 | HEK293T ELG1-luciferase reporter, luminescence, 16 h | Potency, µM (doses to about 46 µM), for inactives: at the top dose activity change, positive = activation, hits mostly activators; further: potency means the concentration at half of the fitted maximal effect; % of control where 0% means no effect; nearly all actives have a fitted effect of over 60% in size
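After overnight (16 hr) compound treatment at 37 °C, ELG1-luciferase HEK293T cells were lysed with ONE-Glo; luminescence quantified 30 min later at room temperature.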
FLuc modulator: firefly luciferase modulation, counter-screen for miR-21 project; purified FLuc, Km substrates, luminescence inhibition; P08659; AID 588342; Potency, µM (doses to about 57.5 µM), for inactives: at the highest dose activity change, negative = inhibition, actives largely listed as inhibitors; 360,000 compounds, 6.9% hits;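 further: potency means the concentration at half of the fitted maximal effect; plate controls were vehicle for no effect and reference inhibitor for full effect; nearly all actives have a fitted effect of over 55% in size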
Target sequence (P08659 whole entry, looked up): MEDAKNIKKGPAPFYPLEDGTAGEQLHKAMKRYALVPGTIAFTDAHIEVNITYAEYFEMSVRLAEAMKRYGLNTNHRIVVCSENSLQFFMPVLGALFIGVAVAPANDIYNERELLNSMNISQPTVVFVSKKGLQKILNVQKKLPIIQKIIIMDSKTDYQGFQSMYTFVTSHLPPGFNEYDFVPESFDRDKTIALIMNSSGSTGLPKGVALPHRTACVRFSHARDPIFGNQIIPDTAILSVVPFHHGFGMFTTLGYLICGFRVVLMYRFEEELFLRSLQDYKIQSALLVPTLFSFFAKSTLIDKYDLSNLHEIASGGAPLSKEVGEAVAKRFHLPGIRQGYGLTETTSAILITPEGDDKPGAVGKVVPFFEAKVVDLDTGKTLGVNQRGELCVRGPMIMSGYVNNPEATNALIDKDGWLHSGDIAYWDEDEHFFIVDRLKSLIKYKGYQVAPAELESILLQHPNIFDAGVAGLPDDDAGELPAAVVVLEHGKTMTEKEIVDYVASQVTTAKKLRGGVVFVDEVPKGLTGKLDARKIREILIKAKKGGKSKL
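Purified P. pyralis luciferase, 10 nM final, with Km-level 10 uM D-luciferin and 10 uM ATP in 50 mM Tris acetate pH 7.5, 10 mM Mg acetate, 0.01% Tween-20, 0.05% BSA; 6-point qHTS titration about 60 µM downward; luminescence read.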
NPC1 promoter act: activates the NPC1 promoter. Huh7 NPC1 promoter luciferase reporter, 24 h. AID 485313. 320,000 compounds, 2.4% hits. Potency, µM (series often up to 9.22 µM), inactives show at the highest dose activation, most hits filed as activators;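 further: potency means the concentration at half of the fitted maximal effect; % of control where 0% means no effect; nearly all actives have a fitted effect of over 60% in size; reporter is driven by a mutant NPC1 promoter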
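Stably transfected Huh7 (NPC1 promoter→luciferase), 1500 cells/well in Opti-MEM + 10% FBS, 2 h settle, then compound 24 h at 37 °C. Luminescence after 10 min with Amplite reagent.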
TRPV1 ag: activates the human vanilloid receptor TRPV1. Q8NER1. 320,000 compounds, 0.19% hits. TRPV1-expressing cells, Fluo-8 calcium influx, agonist mode. AID 540275. activation, % at 8.33 µM; in the data active means activation above about 80%; inconclusive means between about 30% and that limit; further: 0% is about no effect
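TRPV1-expressing cells were cultured overnight at 35.5C and loaded with Fluo-8 calcium dye for 40 to 90 min at room temperature. After a 10 s baseline, compound was added and calcium influx was read kinetically for 3 min (ex 480/em 520 nm).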
* hit, by the source's call; [ ] = remark or other dose. Unless noted, the call rests on the fitted dose curve; in most records, active means well fitted curve in the direction sought with a large enough effect; inconclusive means small, poorly fitted or top-dose-only effect, or another doubt; inactive means no such curve, though single readings can be large; an effect the other way counts as inactive or inconclusive. Compounds were not picked by outcome. About 15% of those tested had a hit in this group.

For CC(C)(CO)NC(=O)CC1C(=O)NCCN1CC(c1ccccc1)c1ccccc1 (stereo not given) the results were Rab9 promoter act -5%, Gal4-VP16 FLuc -6%, ELG1 DNA repair 3%, RORg inh 13%, Tb PFK block 11%, BRCA1 expr up 5%, p53 reactivator 0%, ELG1 genotox -1%, FLuc modulator 3%, NPC1 promoter act 1% and TRPV1 ag -3.
Cc1c(C(=O)N2CCN(c3ccc(F)cc3)CC2)sc2nc(-c3ccccc3)cn12 was read as Rab9 promoter act 4%, Gal4-VP16 FLuc -13%, ELG1 DNA repair 0%, RORg inh 7%, Tb PFK block 2%, BRCA1 expr up 17%, p53 reactivator -7%, ELG1 genotox -1%, FLuc modulator 1%, NPC1 promoter act -3% and TRPV1 ag 12.
Screening Cc1cc(N2CCCCC2)n2ncc(-c3ccc(Cl)cc3)c2n1 returned Rab9 promoter act 2.8µM*, Gal4-VP16 FLuc inconclusive, ELG1 DNA repair inconclusive, RORg inh 37%, Tb PFK block 7%, BRCA1 expr up 64%, p53 reactivator 76%, ELG1 genotox 2.1µM*, FLuc modulator 2.4µM*, NPC1 promoter act 4µM* and TRPV1 ag 1.
Screening CCC(=O)Nc1ccc(Cl)c(NC(=S)NC(=O)c2ccco2)c1 returned Rab9 promoter act 0%, Gal4-VP16 FLuc inconclusive, ELG1 DNA repair -20%, RORg inh 36%, Tb PFK block 3%, BRCA1 expr up 38%, p53 reactivator 1%, ELG1 genotox 0%, FLuc modulator inconclusive, NPC1 promoter act -13% and TRPV1 ag -4.
Screening O=C(NCc1ccccc1)C1=C[C@H](C2CCCCC2)C[C@H](OCc2ccc(CO)cc2)O1 returned Rab9 promoter act 1%, Gal4-VP16 FLuc -23%, ELG1 DNA repair inconclusive, RORg inh 1%, Tb PFK block -5%, BRCA1 expr up 8%, p53 reactivator -1%, ELG1 genotox -3%, FLuc modulator 3%, NPC1 promoter act 1% and TRPV1 ag 15.
For Cc1nn(C)c(Oc2ccccc2)c1[N+](=O)[O-] the results were Rab9 promoter act 2%, Gal4-VP16 FLuc 0%, ELG1 DNA repair 6%, RORg inh -2%, Tb PFK block 1%, BRCA1 expr up -6%[1.84 µM], p53 reactivator 9%, ELG1 genotox 1%, FLuc modulator 0%, NPC1 promoter act 2% and TRPV1 ag 10.
`O=c1c2ccccc2cnn1-c1nc2ccccc2[nH]1` gave Rab9 promoter act inconclusive, Gal4-VP16 FLuc 1.1µM*, ELG1 DNA repair inconclusive, RORg inh 0.45µM*, Tb PFK block inconclusive, BRCA1 expr up -99%[inhibitor], p53 reactivator -15%, ELG1 genotox -8%, FLuc modulator 0.17µM*, NPC1 promoter act 0.1µM* and TRPV1 ag 4.
Screening O=C(COc1ccccc1)Nc1ccccc1C(=O)NCc1ccco1 returned Rab9 promoter act 3%, Gal4-VP16 FLuc 14%, ELG1 DNA repair inconclusive, RORg inh -1%, Tb PFK block 0%, BRCA1 expr up 35%, p53 reactivator 9%, ELG1 genotox 3%, FLuc modulator -12%, NPC1 promoter act 5% and TRPV1 ag 5.
CC(=O)Nc1ccc(C(=O)OCc2ccc(F)cc2Cl)cc1 was read as Rab9 promoter act 13%, Gal4-VP16 FLuc 17%, ELG1 DNA repair 10%, RORg inh inconclusive, Tb PFK block 4%, BRCA1 expr up 6%, p53 reactivator -3%, ELG1 genotox 0%, FLuc modulator -1%, NPC1 promoter act -1% and TRPV1 ag 13.
CCCC(=O)N1CCN(c2nc3ccc(CC)cc3s2)CC1 was read as Rab9 promoter act inconclusive, Gal4-VP16 FLuc 9%, ELG1 DNA repair inconclusive, RORg inh 35%, Tb PFK block 0%, BRCA1 expr up -1%, p53 reactivator 22%, ELG1 genotox 13%, FLuc modulator 13µM*, NPC1 promoter act inconclusive and TRPV1 ag inconclusive.
For Cc1ccc(C)n1-c1ccc(-c2ccn[nH]2)cc1 the results were Rab9 promoter act inconclusive, Gal4-VP16 FLuc -9%, ELG1 DNA repair inconclusive, RORg inh -17%, Tb PFK block -7%, BRCA1 expr up 44%, p53 reactivator 8%, ELG1 genotox inconclusive, FLuc modulator 12µM*, NPC1 promoter act inconclusive and TRPV1 ag -3.
Screening O=C(NCC(c1cccnc1)N1CCOCC1)Nc1ccccc1 (stereo not given) returned Rab9 promoter act 0%, Gal4-VP16 FLuc 6%, ELG1 DNA repair -3%, RORg inh 6%, Tb PFK block 1%, BRCA1 expr up -12%, p53 reactivator 6%, ELG1 genotox -1%, FLuc modulator 2%, NPC1 promoter act -1% and TRPV1 ag -2.
`CCCCCCCC(=O)NN=C1CCN(Cc2ccccc2)CC1` gave Rab9 promoter act -2%, Gal4-VP16 FLuc 3%, ELG1 DNA repair 6%, RORg inh 1%, Tb PFK block 2%, BRCA1 expr up -19%, p53 reactivator -11%, ELG1 genotox 1%, FLuc modulator -1%, NPC1 promoter act 0% and TRPV1 ag 27.
`CCCN=C1NC(=O)C(CC(=O)NCCc2ccc(OC)c(OC)c2)S1` (stereo not given) gave Rab9 promoter act -5%, Gal4-VP16 FLuc -7%, ELG1 DNA repair 6%, RORg inh -16%, Tb PFK block -7%, BRCA1 expr up 1%, p53 reactivator 8%, ELG1 genotox 4%, FLuc modulator 4%, NPC1 promoter act -2% and TRPV1 ag 0.
Screening O=C1CC(c2ccccc2Cl)Cc2c1cnn2-c1nc2ccccc2s1 (stereo not given) returned Rab9 promoter act -1%, Gal4-VP16 FLuc -17%, ELG1 DNA repair -23%, RORg inh 0%, Tb PFK block 0%, p53 reactivator -6%, ELG1 genotox -2%, FLuc modulator 0%, NPC1 promoter act 0% and TRPV1 ag 1.
Screening Cn1c2c(c3ccccc31)CCSC2=O returned Rab9 promoter act 13%, Gal4-VP16 FLuc 16%, ELG1 DNA repair -1%, RORg inh 8%, Tb PFK block 6%, BRCA1 expr up 21%, p53 reactivator 11%, ELG1 genotox 1%, FLuc modulator -18%, NPC1 promoter act 5% and TRPV1 ag -1.
For CCOC(=O)C1CCN(C(=O)CN(c2ccc3c(c2)OCCO3)S(=O)(=O)c2ccccc2)CC1 the results were Rab9 promoter act -6%, ELG1 DNA repair 3%, Tb PFK block -5%, BRCA1 expr up 1%, p53 reactivator 3%, ELG1 genotox 0%, FLuc modulator 2%, NPC1 promoter act -1% and TRPV1 ag -1.
Screening COc1cccc(CN2CC(C(=O)N(C)Cc3[nH]c4ccccc4c3C)CCC2=O)c1 (stereo not given) returned Rab9 promoter act -5%, Gal4-VP16 FLuc 0%, ELG1 DNA repair -1%, RORg inh 26%, Tb PFK block 0%, BRCA1 expr up -23%, p53 reactivator -10%, ELG1 genotox -3%, FLuc modulator -1%, NPC1 promoter act -4% and TRPV1 ag 1.
`CCc1nn(CC(=O)NCc2cccnc2)c(=O)c2cc3occc3n12` gave Rab9 promoter act -1%, Gal4-VP16 FLuc 2%, ELG1 DNA repair inconclusive, RORg inh 1%, Tb PFK block 1%, BRCA1 expr up 3%, p53 reactivator 3%, ELG1 genotox 6%, FLuc modulator 3%, NPC1 promoter act -1% and TRPV1 ag -3.
For CCOc1ccc(C(=S)N2CCOCC2)cc1OC the results were Rab9 promoter act -4%, Gal4-VP16 FLuc 1%, ELG1 DNA repair 25%, RORg inh -25%, Tb PFK block -6%, BRCA1 expr up -4%, p53 reactivator 11%, ELG1 genotox 3%, FLuc modulator 0%, NPC1 promoter act -2% and TRPV1 ag 1.
Cc1ccccc1-c1nnc(SCC(=O)Nc2cccnc2Cl)o1 was read as ELG1 DNA repair inconclusive, Tb PFK block 0%, BRCA1 expr up -53%, p53 reactivator inconclusive and ELG1 genotox 2.1µM*.
COc1ccc2cc(CN(CC3CCCO3)C(=O)Nc3ccccc3OC)c(=O)[nH]c2c1 (stereo not given) was read as Rab9 promoter act -33%[inhibitor], Gal4-VP16 FLuc 0%, ELG1 DNA repair 7.3µM*, RORg inh 39%, Tb PFK block -4%, BRCA1 expr up -67%, p53 reactivator -1%, ELG1 genotox -3%, FLuc modulator -9%, NPC1 promoter act -27% and TRPV1 ag 6.

Bioassay records from PubChem BioAssay.
